# PKA-R1A act: PKA-R1A complex activation. P00514+P68181. PKA-R1A dissociation, Cy5-IP20 fluorescence polarization; scaled: DMSO 0%, 113 µM cGMP 100%. activation, % at 11.4 µM. 340,000 compounds, 0.083% hits. AID 504707;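 active = percent activation above the mean of all tested compounds plus 3 SD, cut at about 19% in these data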;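 also: higher means more PKAc released from R1A so a rise in polarization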
# E coli growth: reduces bacterial viability in AddAB counter-screen; E. coli V3065 growth, OD600 absorbance, 18 h; inhibition, % at 11.9 µM; 330,000 compounds, 0.27% hits;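 active = inhibition above the campaign's mean inhibition across all tested compounds plus 3 SD, cut at about 9.9% in these data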;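 also: uninfected addAB+ strain grown without phage in ampicillin broth; 0% = DMSO wells and 100% = ciprofloxacin 0.95 µg/ml wells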
# PKA-R2B act: PKA-R2B complex activation; P22694+P31323; PKA-R2B holoenzyme dissociation, Cy5-IP20 fluorescence polarization; R2B truncated from residue 108, S112A mutant; 0% DMSO only, 100% 113 µM cGMP; activation, % at 11.4 µM; 340,000 compounds, 0.079% hits; AID 504700;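 active = activation above a cutoff set at the mean over all compounds plus 3 SD, cut at about 18% in these data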;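 also: higher means more holoenzyme dissociation and a rise in polarization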
# MOR-DOR inv ag: inverse agonist of human OPRM1-OPRD1 heterodimerization; cell-based MOR-DOR heterodimer luminescence, inverse agonism; inhibition, % at 9.3 µM; 340,000 compounds, 0.21% hits; AID 504357; in the data active = inhibition above about 22%, passing the limit was not always enough;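 also: 0% = cells with DMSO and 100% = wells without cells with DMSO; values of inactives mirror those of a sister screen read the other way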
# Target sequence (P35372 whole entry, looked up): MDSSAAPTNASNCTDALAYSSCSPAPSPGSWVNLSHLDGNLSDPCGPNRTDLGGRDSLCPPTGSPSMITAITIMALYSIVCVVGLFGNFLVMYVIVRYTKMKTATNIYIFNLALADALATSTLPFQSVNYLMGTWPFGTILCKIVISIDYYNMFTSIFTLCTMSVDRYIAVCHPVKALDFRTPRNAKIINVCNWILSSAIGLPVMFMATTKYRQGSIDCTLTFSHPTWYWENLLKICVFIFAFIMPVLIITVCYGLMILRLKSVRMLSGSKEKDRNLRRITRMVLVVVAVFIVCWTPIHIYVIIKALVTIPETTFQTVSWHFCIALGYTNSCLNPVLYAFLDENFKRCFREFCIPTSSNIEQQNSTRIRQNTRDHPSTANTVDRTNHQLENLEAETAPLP
# Target sequence (P41143 whole entry, looked up): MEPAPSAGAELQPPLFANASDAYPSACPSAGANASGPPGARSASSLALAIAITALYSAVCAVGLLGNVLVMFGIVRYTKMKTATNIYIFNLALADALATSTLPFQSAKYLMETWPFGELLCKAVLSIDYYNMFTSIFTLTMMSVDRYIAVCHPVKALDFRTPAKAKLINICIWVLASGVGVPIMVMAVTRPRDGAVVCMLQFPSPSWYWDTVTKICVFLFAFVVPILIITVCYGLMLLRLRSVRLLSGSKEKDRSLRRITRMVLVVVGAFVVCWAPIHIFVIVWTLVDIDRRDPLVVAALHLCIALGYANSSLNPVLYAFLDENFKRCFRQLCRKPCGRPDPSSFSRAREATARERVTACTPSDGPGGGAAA
# phage Ecoli inh: E. coli growth loss with phage present. growth absorbance. inhibition, % at 11.9 µM. 360,000 compounds, 0.26% hits. AID 651602; in the data active = inhibition above about 11%
# HTR5A inv ctr: inverse agonist of human HTR5A in OPRM1-OPRD1 counter-screen; HTR5A cell line, luminescence, inverse agonism; inhibition, % at 9.3 µM; 340,000 compounds, 0.083% hits; AID 504634; in the data active = inhibition mostly above about 23%, no sharp cut-off; inactive = mostly below about 18%;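 also: 0% = cells with DMSO and 100% = no-cell wells with DMSO; some compounds called inactive have numbers as strong as hits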
# Tat export inh: blocks Tat-dependent protein export in E. coli; inhibition, % at 10 µM; AID 488895; 340,000 compounds, 0.036% hits; E. coli MC4100 TorA-mCherry Tat export, fluorescence;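 active = mean replicate inhibition at least 50% and at least half of replicates individually reaching 50%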;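 also: exported cargo escapes ClpAP degradation while cytoplasmic cargo is degraded and loses fluorescence; 0% = median of neutral control wells and 100% = median of NaSCN control wells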
# SUMO Mot1 rescue: inhibitors of SUMOylation pathway: yeast Mot1-301 growth rescue; growth rescue, % at 18.8 µM; S. cerevisiae Mot1-301 growth rescue, ATP luminescence, 38.5C; percent above DMSO median, 100 means doubled; 320,000 compounds, 1% hits;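 active = every valid replicate shows activation above 250% relative to neutral control wells; inactive = the rest, any valid replicate at or below 250%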;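 also: OY570 slx delta 5 strain wells were the positive control but not used for scaling; some compounds called inactive have numbers as strong as hits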
# PfHsp90 yeast 2: growth inhibition of yeast expressing Plasmodium Hsp90 | S. cerevisiae expressing PfHsp90, BacTiter-Glo ATP, 48 h; yeast lacking PDR1 and PDR3 efflux regulators | inhibition, % at 9.4 µM | AID 504621 | 310,000 compounds, 0.32% hits;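 active = every replicate shows inhibition above about 80%, whatever the replicate mean, limit read from the data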;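 also: 0% = DMSO neutral controls and 100% = 20 µM radicicol positive controls; yeast relying on Plasmodium falciparum Hsp90 in place of its own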
# AddAB inh: less growth of phage-infected E. coli with AddAB; E. coli expressing H. pylori AddAB, absorbance growth; inhibition, % at 11.9 µM; 330,000 compounds, 0.29% hits; AID 435030; in the data active = inhibition above about 12%;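 also: 0% = vehicle wells of infected cells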
# OPRM1-OPRD1 ag: OPRM1-OPRD1 heterodimerization agonism. cells, luminescence. 340,000 compounds, 0.3% hits. AID 504326. P35372+P41143. activation, % at 9.3 µM; in the data active = activation above about 18%;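 also: 0% = vehicle-treated cells and 100% = reference agonist; values of inactives mirror those of a sister screen read the other way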
# Active calls of the source: *; . = no result given; & = joins results of further samples.
SMILES,PKA-R1A act,E coli growth,PKA-R2B act,MOR-DOR inv ag,phage Ecoli inh,HTR5A inv ctr,Tat export inh,SUMO Mot1 rescue,PfHsp90 yeast 2,AddAB inh,OPRM1-OPRD1 ag
O=C(Cn1nnc(-c2ccccc2-n2cnnn2)n1)NCc1ccccc1,-6,1.4,3,-8,-0.1,10,-1,-17,-10,2.0,1.4
Cc1occc1-c1nnc(SCC(=O)NC2CCCCC2)o1,-7,-0.3,-5,12,-1.4,-14,-5,-2,-4,0.3,-2.4
CCOC(=O)c1c(S(=O)(=O)NCC(=O)Nc2ccc(F)cc2F)c(C)n(C)c1C,10,1.4,-2,12,0.5,-1,-3,-3,4,2.4,-2.2
CN1CCN(CC(=O)Nc2ccc(S(=O)(=O)N(C)C)cc2)CC1,-7,-1.3,-1,15,-7.2,-3,4,-12,6,-1.2,-3.1
COc1cccc(/C=C/C(=O)OCC(=O)N2CCCC2)c1OC,-8,0.3,6,8,3.5,-1,5,7,29,1.9,-2.1
Nc1sc(-c2ccccc2)n[n+]1Cc1cccc2cccnc12,1,-1.9,-8,7,0.7,-30,3,92,-3,1.1,-1.4
Cc1ccc(NC(=O)COc2ccccc2C(=O)NCCc2ccccc2)cc1,-16,0.5,-5,-11,1.3,37,3,-12,-15,2.8,2.0
COc1ccc(N2CCN(C(=O)Nc3cccc(C(F)(F)F)c3)CC2)cc1,-12,-1.4,2,5,2.2,-9,0,456,-11,2.6,-0.9
CCOc1ccc2oc(C(=O)N(Cc3nnc(-c4ccccc4Cl)o3)C3CC3)c(C)c2c1,-7,-0.2,-4,-3,3.7,8,11,-4,-26,3.1,0.7
Cc1cccc(-n2nnnc2SCc2csc(-c3ccccc3)n2)c1,-13,0.1,1,-5,2.2,-8,2,14,17,4.6,0.8
O=C(CSc1nnc(-c2cnccn2)n1Cc1ccco1)c1ccc2ccccc2c1,7,0.4,-9,9,1.0,-9,7,24,-9,-0.1,-1.6
O=C(NCCc1ccccc1O)c1cc2c(cc1[N+](=O)[O-])OCO2,2,.,-3,11,4.0,-15,-1,.,9,.,-2.5
CC(=O)NC1(C(F)(F)F)C(=O)Nc2c1c(=O)[nH]c(=O)n2Cc1ccco1 (centres undefined),5,-0.6,-4,9,1.0,-1,-2,8,65,4.2,-2.2
CCCn1cc(SCC(=O)Nc2ccc3c(c2)OCO3)c2ccccc21,-3,-3.9,-6,-12,1.6,-22,3,10,-2,2.4,2.1
CCn1c(SCC(=O)Nc2nc(C)cs2)nnc1C(NC(=O)c1ccccc1Cl)C(C)C (centres undefined),-11,-0.2,-9,3,3.0,-23,-3,-11,-13,-3.0,-0.5
CCOC(=O)c1ccc(NC(=O)COc2ccc(S(=O)(=O)N3CCCC3)cc2)cc1,-15,-0.2,1,-3,1.1,5,-6,8,-4,-2.2,0.6
CC(C(=O)c1ccccc1)[n+]1cccc(C(N)=O)c1 (centres undefined),-7,-2.7,-5,-3,1.9,-1,9,-9,-11,0.3,0.6
O=C1C=C(c2cc3ccccc3s2)C[C@@H](c2ccc(F)cc2)C1,6,2.0,-2,-20,1.9,5,0,7,-21,-0.2,3.4
COc1ccc(CCNC(=O)CCCOc2cc(=O)n(C)c3ccccc23)cc1OC,-6,-1.7,1,18,4.6,18,-4,-16,-7,3.0,-3.9
O=C(CN1C(=O)NC2(CCc3ccccc32)C1=O)c1ccc(Br)cc1 (centres undefined),-1,2.0,4,-15,2.2,-9,5,278*,-18,1.7,2.8
CCOC(=O)c1ccc(NCCOC)c([N+](=O)[O-])c1,0,0.3,-10,9,0.6,3,-10,56,20,-0.9,-2.0
CCOc1ccccc1N1CCN(C(=O)c2ccccc2)CC1,0,-1.9,11,8,3.8,-14,-1,48,.,0.7,-1.4
CC1(C(=O)N2CC3(CC(c4cccc([N+](=O)[O-])c4)=NO3)C[C@H]2C(=O)NCC(N)=O)CC1 (some centres undefined),1,-3.5,3,9,3.8,18,4,-2,-1,2.0,-1.7
Cc1cc([N+](=O)[O-])c(N2CCC[C@@H]2C(=O)O)c([N+](=O)[O-])c1,-1,0.3,6,-4,2.2,-30,-4,-8,.,0.8,0.7
O=C(Nc1ccc(Br)cc1)N1CCCC(O)C1 (centres undefined),0,-2.4,0,6,4.3,22,-23,14,-3,1.7,-1.2
O=C(COC(=O)c1ccc([N+](=O)[O-])o1)NCc1ccc(F)cc1,2,5.4,0,-13,2.6,-6,-12,5,-29,6.0,3.2
c1cncc(CNc2nc(N3CCOCC3)nc(N3CCOCC3)n2)c1,6,2.1,0,2,1.2,10,7,-26,.,-0.5,-0.4
O=C(NC1CCCCC1)C(c1ccncc1)N(Cc1ccccc1)C(=O)c1ccc(-c2ccccc2)[nH]1 (centres undefined),-11,-2.2,2,20,4.8,6,6,42,-44,5.9,-3.9
CN1CCN(/N=C/c2ccc(-c3ccccc3)cc2)CC1,0,-1.0,-7,14,1.7,-6,13,83,1,-2.5,-2.8
COc1ccc(NC(=O)CN2C(=O)NC(C)(C3CCCCC3)C2=O)c(OC)c1 (centres undefined),-4,-0.7,0,14,1.2,14,-5,0,.,1.8,-3.6
CCOC(=O)c1ccc[n+](CC(=O)c2ccccc2)c1,12,-1.6,2,1,3.9,-6,-15,-9,5,-1.4,-0.1
O=C(N/N=C/c1ccco1)c1ccc(NC(=O)C2CCCCC2)cc1,1,.,6,10,1.3,-23,4,-14,-43,.,-1.8
COc1cccc(CNC(=O)c2ccc3nc[nH]c3c2)c1,5,-0.1,-3,1,2.7,-13,-11,.,.,2.5,-0.1
O=C(COC(=O)C1(c2ccccc2F)CCCC1)N1CCc2ccccc21,1,1.0,-5,2,2.3,-1,-10,2,12,4.2,-0.4
CC1Sc2ccc(S(=O)(=O)CCC(=O)NCc3ccccc3Cl)cc2NC1=O (centres undefined),4,-0.1,3,7,.,-13,0,1,24,3.0,-1.5
CCOC(=O)CSc1nnc(CNc2ccccc2Cl)n1-c1ccccc1,-2,2.8,-9,13,1.1,-25,-2,-12,.,1.9,-2.4
CCOC(=O)C1/C(=N\O)CC(C)(O)C(C(=O)OCC)C1c1ccc(N(C)C)cc1 (centres undefined),-6,-2.0,2,-3,4.2,3,6,-2,-18,-1.9,0.5
Cc1c(Cl)cccc1Nc1ccccc1C(=O)O,-9,-4.1,11,6,2.5,-6,6,5,-20,-2.7,-1.0
S=c1[nH]nc(-c2cc(-c3ccco3)[nH]n2)n1-c1cccc2ccccc12,-9,1.0,-10,-1,1.1,15,1,29,-11,1.3,0.2
CCOC(=O)C1CCN(c2ncnc3c2nnn3Cc2ccccc2Cl)CC1,5,0.9,-3,8,-1.7,7,7,-6,13,3.0,-1.9
CSc1ccc(/C=N/NC(=O)c2ccc(C)c(C)c2)cc1,2,0.9,-2,-8,5.3,11,-5,0,0,0.3,1.4
CCOC(=O)C1CCCN(S(=O)(=O)c2ccc(-c3cc(C)no3)s2)C1 (centres undefined),-16,-0.9,1,8,-0.6,1,2,-12,-8,3.2,-1.6
O=S(=O)(Nc1cccnc1)c1ccccc1,5,0.4,6,6,2.3,-9,2,11,-16,0.2,-1.2
CCn1c(SCC(=O)Nc2cccnc2Cl)nnc1-c1ccccc1,1,-2.8,-1,0,4.0,-16,-11,-4,0,2.9,0.0
CCOC(=O)c1ccc(CNC(=O)Cn2nnc(-c3ccccc3F)n2)o1,-3,0.8,1,-2,1.7,11,-2,68,8,4.5,0.4
CSCC[C@@H](Nc1nc(-c2ccccc2)nc2c1oc1ccccc12)C(=O)O,-12,-14,1,-4,0.5,-13,-8,-6,-30,-0.1,0.7
CN(CC(=O)Nc1cccc(F)c1)C(=O)c1ccc(C(=O)c2ccccc2)cc1,0,.,-7,6,2.9,-18,4,.,-1,.,-0.9
OC(COc1ccc(Br)cc1)CN1CCOCC1 (centres undefined),-7,1.4,3,13,0.9,-18,-1,321,6,4.9,-2.4
CCOc1cccc(C(=O)NC(=S)Nc2cccnc2)c1,-1,-4.5,-2,27,2.1,0,-6,-13,-16,3.3,-5.4
C=CCn1c(=S)[nH]c2nc3c(cc2c1=O)COC(C)(C)C3,8,0.6,4,18,2.3,5,8,2,.,1.3,-3.2

# Whole records from above. Values in the order: PKA-R1A act	E coli growth	PKA-R2B act	MOR-DOR inv ag	phage Ecoli inh	HTR5A inv ctr	Tat export inh	SUMO Mot1 rescue	PfHsp90 yeast 2	AddAB inh	OPRM1-OPRD1 ag
# `O=C1C=C(c2cc3ccccc3s2)C[C@@H](c2ccc(F)cc2)C1` is listed as 6	2.0	-2	-20	1.9	5	0	7	-21	-0.2	3.4
# `COc1ccc(NC(=O)CN2C(=O)NC(C)(C3CCCCC3)C2=O)c(OC)c1` (centres undefined) is listed as -4	-0.7	0	14	1.2	14	-5	0	.	1.8	-3.6

# Next entries.
SMILES,PKA-R1A act,E coli growth,PKA-R2B act,MOR-DOR inv ag,phage Ecoli inh,HTR5A inv ctr,Tat export inh,SUMO Mot1 rescue,PfHsp90 yeast 2,AddAB inh,OPRM1-OPRD1 ag
Cc1ccc(NC(=O)CN2C(=O)S/C(=C\c3cccn3-c3cccc(C(=O)O)c3)C2=O)c(C)c1,3,-1.1,-2,3,.,20,-2,0,-39,3.8,-0.6
COc1ccc(Cc2nnc(SCC(=O)c3ccc4c(c3)OCO4)o2)cc1,1,1.1,3,7,3.0,4,2,-19,7,3.9,-1.1
O=C1C=CC2(C=C1)O[C@H](Cc1ccccc1)[C@@H](Cc1ccccc1)O2,2,.,-6,32,-0.9,21,-8,.,-45,.,-6.2
CCOC(=O)CSc1nc(=O)n2ccccc2n1,-7,-1.7,13,-1,4.9,-13,-8,2,5,1.0,0.1
O=c1[nH]cnc2c1C(c1ccccc1[N+](=O)[O-])c1c(nc[nH]c1=O)O2,1,-1.2,-3,13,2.3,4,6,12,-14,1.3,-2.9
C/C(=N\NC(N)=O)c1ccc(-n2ccnc2)cc1,1,-1.0,-10,18,3.5,15,-6,81,4,4.1,-3.5
CCOc1ccc(NC(=O)CN(C)C(=O)CC(NC(=O)c2ccccc2)c2ccccc2)cc1OCC (centres undefined),-10,-0.2,-4,4,2.9,20,-3,-13,-25,4.4,-0.9
CCOC(=O)CC(=O)c1sc2c(c1N)c(=O)[nH]c(=O)n2-c1ccc(OC)cc1,8,-2.7,-1,6,1.5,-17,-6,8,-8,-0.2,-1.3
CCOC(=O)C1=C(C)NC(C)=C(C(=O)OCC)C1C(=O)OCC(=O)N1c2ccccc2CC1C (centres undefined),3&-5,-0.3,-3&-3,11&-1,0.2&-0.6,13&-9,-3&2,6,16&-3,-0.4,-2.3&0.2
C[C@H](NC(=O)c1ccco1)C(=O)Nc1nc(-c2ccccn2)cs1,-16,.,-4,12,-4.8,-3,7,.,3,.,-2.6
CCOC(=O)C1=C(CS(=O)(=O)c2ccccc2)NC(=O)NC1c1cc(OC)c(O)c(OC)c1 (centres undefined),-6,1.2,-9,13,0.7,5,-8,61,-4,1.1,-2.4
COc1ccccc1OCC(=O)N(Cc1nc(-c2ccccc2)no1)C(C)C,7,-0.3,-2,-2,2.6,-15,-5,-3,15,1.0,0.3

# From PubChem BioAssay
